# ASAP1 GAP inh: inhibitors of human ASAP1 ArfGAP activity; AID 624377; inhibition, % at 16.5 µM; ASAP1-stimulated ARF1 GTP hydrolysis, GDP FP detection; 0.19% of 360,000 active; Q9ULH1; in the data active means inhibition above about 25%;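 further: 0% = vehicle with enzyme and substrate and 100% = no enzyme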
# rCAG binder: molecules binding r(CAG) RNA repeats. r(CAG) RNA repeat, TO-PRO-1 dye displacement fluorescence. inhibition, % at 3 µM. 1.3% of 370,000 active. AID 651821;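 active means inhibition above the plate cutoff, the mean of all test compounds on that plate plus 3 SD, cut at about 35% in these data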;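 further: 0% = DMSO alone and 100% = 100 µM mitoxantrone as full dye displacement; higher means more dye released from RNA so lower well fluorescence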
# HGIII-sPLA2 inh: Blocks human group III sPLA2 activity | QFRET BODIPY PC-A2 liposome hydrolysis, fluorescence | inhibition, % at 12.2 µM | Q9NZ20 | 0.56% of 370,000 active;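 active means inhibition above mean plus 3 SD of compounds lying within the high and low control bounds, cut at about 19% in these data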;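 further: 0% = median of test compound wells and 100% = no enzyme DMSO wells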
# ADAM10 inh: inhibitors of human ADAM10 | O14672 | recombinant ADAM10, EDANS/DABCYL FRET peptide cleavage, 3 h | inhibition, % at 7 µM | 0.62% of 370,000 active | AID 720582;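 active means inhibition above a per-campaign cutoff equal to the mean of compounds falling between control-based bounds plus 3 SD, cut at about 20% in these data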;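 further: 0% = DMSO wells while the 100% control is not disclosed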
# Target sequence (O14672 214-748 limits assumed): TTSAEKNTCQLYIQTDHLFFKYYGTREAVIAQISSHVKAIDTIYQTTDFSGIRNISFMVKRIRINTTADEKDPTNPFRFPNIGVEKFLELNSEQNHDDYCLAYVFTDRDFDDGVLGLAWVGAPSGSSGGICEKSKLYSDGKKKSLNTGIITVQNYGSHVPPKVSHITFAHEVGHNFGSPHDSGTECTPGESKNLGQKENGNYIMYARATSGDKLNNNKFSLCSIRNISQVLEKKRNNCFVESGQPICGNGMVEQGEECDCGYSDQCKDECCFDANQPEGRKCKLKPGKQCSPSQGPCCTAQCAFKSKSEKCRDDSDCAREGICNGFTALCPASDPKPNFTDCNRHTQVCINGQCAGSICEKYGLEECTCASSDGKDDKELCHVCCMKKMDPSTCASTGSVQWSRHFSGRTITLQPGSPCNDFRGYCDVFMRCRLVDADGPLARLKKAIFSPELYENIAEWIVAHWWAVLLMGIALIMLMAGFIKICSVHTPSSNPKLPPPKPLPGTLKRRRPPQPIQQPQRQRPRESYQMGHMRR
# proKLK7 act: activators of human kallikrein-7 zymogen; P49862; purified proKLK7, EDANS-DABCYL substrate fluorescence; 100% is mature enzyme control, 0% vehicle; activation, % at 7 µM; 0.9% of 370,000 active; AID 652039;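 active means activation above the mean of all tested compounds plus 3 SD, computed per campaign excluding outliers beyond control limits, cut at about 13% in these data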
# Target sequence (P49862 whole entry, looked up): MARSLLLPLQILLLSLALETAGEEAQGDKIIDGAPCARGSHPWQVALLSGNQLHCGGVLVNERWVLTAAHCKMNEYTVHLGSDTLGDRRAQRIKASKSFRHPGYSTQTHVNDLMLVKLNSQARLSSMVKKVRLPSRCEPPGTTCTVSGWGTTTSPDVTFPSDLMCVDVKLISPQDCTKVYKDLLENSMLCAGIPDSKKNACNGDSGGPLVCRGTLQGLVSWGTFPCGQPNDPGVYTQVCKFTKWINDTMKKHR
# NPR2 activator: GC-B (human) receptor activation. activation, % at 10 µM. HEK293-GC-B cells, CNP EC30, cGMP TR-FRET; 0% at EC30 CNP, 100% saturating CNP. AID 1920062. 0.11% of 370,000 active. P20594;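 active means activation at 10 µM reaching about 35% in either raw or pattern-adjusted values, limit read from the data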
# GC-A act: GC-A (human) enzyme activation; 0.14% of 370,000 active; P16066; activation, % at 10 µM; AID 1671463; HEK293 GC-A cells, cGMP TR-FRET, EC30 ANP; 0% at EC30 ANP, 100% saturating ANP; in the data active means activation above about 40%
# GAA850 FXN act: activators of GAA850 frataxin (FXN) promoter; HEK293 lucGAA850 FXN promoter luciferase reporter, 24 h; percent of 10 µM SAHA response; activation, % at 6 µM; 0.56% of 360,000 active; AID 540364;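 active means activation above the average of all compounds screened plus 3 SD, cutoff fixed separately per campaign, cut at about 7.5% in these data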;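 further: 0% = DMSO wells and 100% = 10 µM SAHA wells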
# DDE Tn6 FP inh: inhibitors of Tn6 peptide binding to human fibrin DD(E). Fibrin DD(E) TRITC-Tn6 fluorescence polarization displacement. inhibition, % at 8.3 µM. 0.21% of 370,000 active;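 active means inhibition above a per-campaign cutoff: mean of compounds within control limits plus 3 SD, cut at about 15% in these data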;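 further: 0% = median of all compound wells on the plate and 100% = blocking peptide control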
# ARFGAP1 inhibitor: rat ARFGAP1 inhibition; 0.26% of 360,000 active; inhibition, % at 16.5 µM; AID 651572; Q62848; Arfgap1-stimulated ARF1 GTP hydrolysis, GDP FP detection;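 active means inhibition above a per-plate limit, mean inhibition of low control wells plus 3 SD, cut at about 25% in these data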;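 further: 0% = DMSO wells with enzyme and 100% = wells lacking Arfgap1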
# Target sequence (Q62848 1-136 limits assumed): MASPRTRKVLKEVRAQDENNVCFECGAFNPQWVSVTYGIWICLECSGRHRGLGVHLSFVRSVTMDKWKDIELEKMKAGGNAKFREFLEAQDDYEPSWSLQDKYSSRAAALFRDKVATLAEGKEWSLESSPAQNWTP
#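 Material: rat Arfgap1 catalytic domain, aa 1-136; also added: human ARF1(Δ1-17)-GTP substrate; compound dosing: one concentration, 16.5 µM, DMSO 1.26%; incubation: GTP hydrolysis reaction 2 h at 25 °C; measured by: Tracer-displacement fluorescence polarization with EDTA stop, 620/688 nm; evaluation: % inhibition from polarization; repeats: one replicate per compound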
# An asterisk follows results filed as active; i = inactive; nt = no result given.
SMILES,ASAP1 GAP inh,rCAG binder,HGIII-sPLA2 inh,ADAM10 inh,proKLK7 act,NPR2 activator,GC-A act,GAA850 FXN act,DDE Tn6 FP inh,ARFGAP1 inhibitor
COc1ccc2cc3cc(C(=O)NCC4CCCO4)oc3nc2c1 (stereo not drawn),-8,-1,8,i,48*,2,6,-0.6,1,10
CCOC(=O)N1CCN(C(=S)Nc2cccc(C)c2)CC1,-7,3,2,0,0.3,5,4,-1.4,-6,11
O=C(Nc1ccc(Br)cc1)c1cnc[nH]1,5,1,3,7,0.2,2,4,4.3,3,11
Cc1nc2ccccc2c(C)c1C(=O)c1ccc(F)cc1,2,0,-2,-3,-0.4,-1,2,-0.6,4,3
COC(=O)c1nnn(CC(=O)Nc2ccc(C)c(F)c2)c1C(=O)OC,-5,4,0,2,-1.1,3,2,0.6,-2,-3
CC(=O)Nc1cccc(-c2ccnc3c2CC(C)(C(=O)NCc2ccc(N(C)C)cc2)O3)c1 (stereo not drawn),-6,4,8,-11,0.3,11,0,-3.9,6,14
COc1cc2cc(Oc3ccc4ccc(=O)oc4c3)c(=O)oc2cc1O,1,4,-1,-171,37*,-7,-4,-0.5,-2,2
CCCn1c(C(C)Nc2nc(-c3ccc(C)cc3)cs2)nc2ccccc21 (stereo not drawn),10,2,-2,4,-0.8,-7,-1,2.9,3,-2
COC(=O)COc1cc(C)cc2oc(=O)c(CC(=O)OC)c(C)c12,8,-2,3,i,74*,7,19,0.8,-3,4
Cn1c(N)c(S(=O)(=O)NCc2ccc(Cl)cc2)c(=O)n(C)c1=O,-5,-2,3,-7,0.2,-1,-4,0.4,-2,4
Cc1ccc(C(=O)N(CCc2ccccc2)Cc2ccccc2)cc1S(=O)(=O)N1CCCCC1,4,3,-23,19,0.2,-1,0,-2.8,-1,5
CCOc1ccc(N(C(=O)C2CCCO2)C2C=CS(=O)(=O)C2)cc1 (stereo not drawn),-8,-3,10,-9,-0.5,6,-1,1.3,0,12
CCOC(=O)C1CCCN(CCC(=O)Nc2ccc(C)cc2)C1 (stereo not drawn),22,-9,4,0,0.6,3,-2,-0.1,-6,-5
CCNC(=O)c1ccc(OCC(=O)Nc2ccc(F)cc2)c(OC)c1,2,0,1,2,0.1,5,5,-0.6,1,-12
CCO[C@H]1OC(C(=O)NC2CC2)=C[C@@H](C2CCCCC2)[C@@H]1CCCO,2,-5,-3,7,0.6,3,1,1.7,4,-8
C=CCSc1ccccc1C(=O)Nc1ncn[nH]1,-8,-1,7,-12,-1.1,1,0,1.6,-1,-6
O=C(CSc1ncccn1)N/N=C/c1cccc([N+](=O)[O-])c1,0,1,1,-4,-0.1,7,3,-0.1,-2,16
CCCCCCC(=O)Nc1nc(C)c(-c2csc(Nc3cc(Cl)ccc3OC)n2)s1,-2,42*,1,5,0.6,4,0,-0.6,-8,10
COc1ccc(CNC(=O)CNC(=O)c2sc3ccccc3c2Cl)cc1OC,13,-3,-5,-1,-0.1,-6,-4,1.8,-1,-4
CCOC(=O)N1CCN=C1SCc1ccc(Cl)c(Cl)c1,-14,-5,2,-3,0.0,1,0,2.2,5,-2
O=C(NCc1ccc2c(c1)OCO2)Nc1ccc(Cl)cc1,-2,1,-2,2,-0.1,-7,4,2.1,-8,18
CCN1CCc2c(sc(NC(=S)NC(=O)c3ccc(Cl)cc3)c2C(N)=O)C1,6,20,10,-11,1.1,-103,2,-0.2,3,10
COc1ccc(OC)c(S(=O)(=O)Nc2cc3c4c(c2)CCC(=O)N4CCC3)c1,18,-5,4,-4,0.2,3,-3,2.4,-6,11
CCN(Cc1nc2ccccc2c(=O)[nH]1)C(=O)COc1ccccc1Cc1ccccc1,18,0,-28,8,0.9,-7,-2,-0.2,0,1
CCOC(=O)c1cc2c(=O)n3cccc(C)c3nc2n(CCOC)c1=NC(C)=O,7,-4,2,i,15*,3,6,0.8,-1,-1

# Molecules shown so far containing a thiophene ring, fused or not, in the order listed:
SMILES,ASAP1 GAP inh,rCAG binder,HGIII-sPLA2 inh,ADAM10 inh,proKLK7 act,NPR2 activator,GC-A act,GAA850 FXN act,DDE Tn6 FP inh,ARFGAP1 inhibitor
COc1ccc(CNC(=O)CNC(=O)c2sc3ccccc3c2Cl)cc1OC,13,-3,-5,-1,-0.1,-6,-4,1.8,-1,-4
CCN1CCc2c(sc(NC(=S)NC(=O)c3ccc(Cl)cc3)c2C(N)=O)C1,6,20,10,-11,1.1,-103,2,-0.2,3,10

# As entered above:
# COC(=O)COc1cc(C)cc2oc(=O)c(CC(=O)OC)c(C)c12 in rCAG binder: -2
# COC(=O)c1nnn(CC(=O)Nc2ccc(C)c(F)c2)c1C(=O)OC in rCAG binder: 4
# COc1cc2cc(Oc3ccc4ccc(=O)oc4c3)c(=O)oc2cc1O in rCAG binder: 4
# CCNC(=O)c1ccc(OCC(=O)Nc2ccc(F)cc2)c(OC)c1 in GAA850 FXN act: -0.6

# A different layout for two compounds above:
SMILES | ASAP1 GAP inh | rCAG binder | HGIII-sPLA2 inh | ADAM10 inh | proKLK7 act | NPR2 activator | GC-A act | GAA850 FXN act | DDE Tn6 FP inh | ARFGAP1 inhibitor
COC(=O)c1nnn(CC(=O)Nc2ccc(C)c(F)c2)c1C(=O)OC | -5 | 4 | 0 | 2 | -1.1 | 3 | 2 | 0.6 | -2 | -3
CCOc1ccc(N(C(=O)C2CCCO2)C2C=CS(=O)(=O)C2)cc1 (stereo not drawn) | -8 | -3 | 10 | -9 | -0.5 | 6 | -1 | 1.3 | 0 | 12

# (cont.)
SMILES,ASAP1 GAP inh,rCAG binder,HGIII-sPLA2 inh,ADAM10 inh,proKLK7 act,NPR2 activator,GC-A act,GAA850 FXN act,DDE Tn6 FP inh,ARFGAP1 inhibitor
CCCCn1nc(C(=O)NCC(=O)Nc2c(C)cccc2C)c2ccccc2c1=O,3,1,-1,-2,-0.1,2,-6,-1.6,-3,-23
CCNc1nc(=S)nc(NCc2ccccc2)[nH]1,1,5,2,9,-0.6,3,8,nt,4,-12
C=CC(=O)N1c2ccccc2Sc2ccc(NC(=O)OCC)cc21,12,-1,-6,1,-0.2,2,5,-0.3,-1,2
Cc1cc(NC(=O)C(C)C)ncc1NC(=O)c1ccccn1,-7,0,5,1,0.5,3,2,1.8,0,-3
NS(=O)(=O)c1cc(C(=O)NC2CCSc3ccccc32)ccc1Cl (stereo not drawn),-11,80*,-11,5,0.1,4,-2,-1.8,-24,-31
O=C(N/N=C/c1cccc2ccccc12)c1ccncc1,12,-2,7,0,-0.3,-6,-6,0.6,1,0
CCCCCCCSc1nc(N)cc(=O)[nH]1,-9,-3,-1,8,0.3,4,-1,3.9,7,-15
CCCCSc1nnc(CCC)n1N,-1,-1,0,-3,0.3,2,-1,1.2,3,12
CCOC(=O)CN1N=C(/C=C/c2ccc(C)cc2)CCC1=O,2,-8,4,6,0.7,-2,6,-0.3,-7,2
CC(C)NC(=O)N(C)C[C@H]1Oc2ccc(NC(=O)CCC(F)(F)F)cc2C(=O)N([C@H](C)CO)C[C@@H]1C,4,-9,1,0,-0.1,-4,2,0.2,3,-5
Cc1nnc(NC(=O)CCSc2ccc(Cl)cc2)s1,0,-1,2,5,-0.6,0,0,4.0,-5,1
CC(C)Oc1ccc(C(=O)NN2C(=O)NC3(CCCCC3)C2=O)cc1,1,-2,6,-3,0.5,2,-2,0.2,-5,5
Nc1cccc(S(=O)(=O)c2ccc(N)c(N)c2)c1,5,-2,3,9,-0.3,-5,0,2.9,-8,-8
O=C(Nc1cccc(S(=O)(=O)N2CCCCC2)c1)c1cnccn1,4,-5,3,-2,-0.2,-3,1,0.7,-4,14
COc1ccc(-n2c(SCC(=O)Nc3ccc(S(=O)(=O)Nc4nccs4)cc3)nnc2-c2ccccc2)cc1,nt,78*,-46,7,0.0,-4,-1,nt,-1,nt
COc1ccc(N(C)S(=O)(=O)c2cccc(C(=O)NCc3ccc4c(c3)OCO4)c2)cc1,25*,0,-10,9,-0.2,-3,-2,2.9,-7,4
O=C(CN1C(=O)S/C(=C/c2cccs2)C1=O)N1CCOCC1,9,1,9,-1,0.4,2,-1,0.8,3,1
O=C(NCc1cccnc1)C1CCN(S(=O)(=O)N2CCC3(CC2)OCCO3)CC1,-2,-1,-5,9,0.3,-2,4,-1.1,-2,4
COc1cc(Cl)ccc1OCc1cc(C(=O)N(C)CC2CCCCO2)no1 (stereo not drawn),-8,-3,-1,5,0.8,2,5,3.6,1,-3
Cc1cccc(CS(=O)(=O)Cc2ccc(C(=O)O)o2)c1,3,6,15,-6,0.8,1,0,1.6,-3,-4
Cc1ccc(S(=O)(=O)N2C[C@@H]3[C@H]4CC[C@H](C4)[C@@H]3[C@@H](C)[C@@H]2c2ccn([Si](C(C)C)(C(C)C)C(C)C)c2)cc1,-2,4,16,-18,0.3,4,-2,-0.4,-1,8
Cc1ccc(SCc2c(C(=O)N/N=C/c3ccoc3)nnn2-c2nonc2N)cc1,-2,10,6,2,0.5,4,-2,0.4,2,-1
Cc1cccc(NC(=O)c2cc(Cl)ccc2[N+](=O)[O-])c1,4,-2,0,8,0.1,2,-6,-0.5,2,-4

# Among those listed so far, these have a furan ring, fused or not:
SMILES,ASAP1 GAP inh,rCAG binder,HGIII-sPLA2 inh,ADAM10 inh,proKLK7 act,NPR2 activator,GC-A act,GAA850 FXN act,DDE Tn6 FP inh,ARFGAP1 inhibitor
COc1ccc2cc3cc(C(=O)NCC4CCCO4)oc3nc2c1 (stereo not drawn),-8,-1,8,i,48*,2,6,-0.6,1,10
Cc1cccc(CS(=O)(=O)Cc2ccc(C(=O)O)o2)c1,3,6,15,-6,0.8,1,0,1.6,-3,-4
Cc1ccc(SCc2c(C(=O)N/N=C/c3ccoc3)nnn2-c2nonc2N)cc1,-2,10,6,2,0.5,4,-2,0.4,2,-1

# Assay outcomes deposited in PubChem by several laboratories.
